FBW7 activator = human FBW7 E3 ligase activation, primary screen; Q969H0; AlphaScreen FBW7–phospho-cyclin E peptide binding, activator screen; normalized activity (activation), % at 26.1 µM; actives 0.13% (n = 650,000); in the data active = normalized activity above about 1.9%;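 note: purified mutant Fbw7 with reduced substrate affinity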
Target sequence (Q969H0 whole entry, looked up): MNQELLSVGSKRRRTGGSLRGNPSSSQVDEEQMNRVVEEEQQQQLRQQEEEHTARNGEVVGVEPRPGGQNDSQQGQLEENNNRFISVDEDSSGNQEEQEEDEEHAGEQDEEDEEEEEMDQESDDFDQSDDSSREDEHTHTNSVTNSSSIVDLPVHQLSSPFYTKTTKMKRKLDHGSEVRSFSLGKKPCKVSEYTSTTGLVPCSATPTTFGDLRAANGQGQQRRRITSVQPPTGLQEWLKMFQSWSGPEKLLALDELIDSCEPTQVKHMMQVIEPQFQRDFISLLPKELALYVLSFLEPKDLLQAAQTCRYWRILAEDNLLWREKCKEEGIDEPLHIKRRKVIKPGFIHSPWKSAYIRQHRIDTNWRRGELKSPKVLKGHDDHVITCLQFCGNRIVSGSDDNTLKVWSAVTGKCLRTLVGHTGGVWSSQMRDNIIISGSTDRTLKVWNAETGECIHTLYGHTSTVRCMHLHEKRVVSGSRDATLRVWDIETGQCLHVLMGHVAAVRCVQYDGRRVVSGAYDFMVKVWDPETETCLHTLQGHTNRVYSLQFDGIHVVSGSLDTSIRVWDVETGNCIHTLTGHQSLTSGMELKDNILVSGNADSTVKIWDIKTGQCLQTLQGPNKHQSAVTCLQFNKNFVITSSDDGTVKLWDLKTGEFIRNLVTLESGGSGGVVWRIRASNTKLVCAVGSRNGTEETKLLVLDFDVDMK
MITF primary = inhibitors of human MITF | O75030 | AlphaScreen MITF homodimerization, bead proximity signal | inhibition, % at 2.6 µM | actives 0.91% (n = 650,000); in the data active = inhibition above about 50%;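 note: 0% = vehicle wells with protein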
GPR151 activ = human GPR151 activation. PathHunter beta-arrestin GPR151 cells, luminescence. activation, % at 11.2 µM. actives 1% (n = 650,000). AID 1508602; in the data active = activation above about 4.9%;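 note: 0% = median of compound wells and 100% = cells with positive control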
TEAD-YAP inh = TEAD-YAP interaction inhibition | actives 1.4% (n = 640,000) | AID 1259422 | HEK-TIYL cells, TEAD-Gal4/YAP UAS-luciferase luminescence | inhibition, % at 9.12 µM; in the data active = inhibition above about 32%;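 note: 0% = median of test compound wells and 100% = reference inhibitor wells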
The depositor's hits bear a star; & = joins results of further samples.

SMILES	FBW7 activator	MITF primary	GPR151 activ	TEAD-YAP inh
COCCNC(=O)COC(=O)c1cc(-c2ccc3cc(OC)ccc3c2)nc2ccccc12	-0.1	-14	-2.0	18
C=CCSc1nnc2c(n1)OC(c1cccc(C)c1OC(C)=O)N(C(C)=O)c1ccccc1-2 (centres undefined)	0.1	-4	1.0	-4
CCOC(=O)c1c(NC(=O)CN2CCN(C)CC2)sc2c1CCN(C(=O)OCC)C2	-0.1	-6	-0.9	16
CCCCCC(O)(CCCCC)C(=O)N(Nc1ccc(C)cc1)c1ccc(C)cc1	0.0	-10	0.2	5
O=C1c2ccccc2C(=O)N1c1cccc(-c2csc(N3N=C(c4cccs4)CC3c3ccc(F)cc3)n2)c1 (centres undefined)	-0.1	-3	-0.5	0
CC(=O)c1cccc(-c2nccc(NC3CC3)n2)c1	0.0	-3	-1.7	-29
CC1(C)Cc2cccc(OCC(=O)Nc3ccc(S(=O)(=O)N4CCCC4)cc3)c2O1	0.0	1	0.2	-4
CC(C)n1cc(CN2CCCC(C(=O)Nc3ccccc3Oc3cccnc3)C2)cn1 (centres undefined)	0.1	-1	0.1	-1
C=CCOc1c(Cl)cc(C=O)cc1OC	-0.1	6	1.2	0
Cc1nc2c(c(=O)[nH]1)CN(C(=O)CC1c3ccccc3Oc3ccccc31)CC2	-0.1	-5	0.8	-8
Cc1cccc(-c2cc(-c3ccccc3)nc(SCC(=O)Nc3ccccc3)c2C#N)c1	0.1	5	0.1	1
COc1cc(Cl)c(C)cc1NC(=O)c1sc2ncnc(N3CCN(c4ccccn4)CC3)c2c1C	0.7	12	-0.3	-1
O=C(NNC(=O)C1CCN(C(=O)c2ccc(F)cc2)CC1)c1cc(-c2ccccc2)n[nH]1	0.1	11	-0.8	2
COc1ccc(S(=O)(=O)NCc2nc3nc(C)cc(C)n3n2)cc1	0.0	-7	-0.3	-8
O=C(Nc1nnc(C2CCCCC2)s1)c1ccccc1I	0.1	8	-1.0	14

No new results follow: 3 of the compounds above.
SMILES	FBW7 activator	MITF primary	GPR151 activ	TEAD-YAP inh
CCCCCC(O)(CCCCC)C(=O)N(Nc1ccc(C)cc1)c1ccc(C)cc1	0.0	-10	0.2	5
O=C1c2ccccc2C(=O)N1c1cccc(-c2csc(N3N=C(c4cccs4)CC3c3ccc(F)cc3)n2)c1 (centres undefined)	-0.1	-3	-0.5	0
CC(=O)c1cccc(-c2nccc(NC3CC3)n2)c1	0.0	-3	-1.7	-29

(further entries)
SMILES	FBW7 activator	MITF primary	GPR151 activ	TEAD-YAP inh
Cc1nc2c(C(=O)N3CCN(c4ccccn4)CC3)cnn2c(C)c1Cc1cccc(Cl)c1	0.0	4	-0.9	-3
Cc1ccc(S(=O)(=O)Nc2ccc(Br)cc2C(=O)c2cccc(Cl)c2)cc1	-0.1	-6	-0.8	-3
COCC(=O)N1CCCC(CNS(=O)(=O)c2ccc(OC)cc2)C1 (centres undefined)	0.1	-1	-1.0	5
O=C(O)/C=C\C(=O)Nc1ccc2ccccc2c1	0.2	4	-0.4	24
CCOc1ccc(C(=O)N[C@H](C(=O)Nc2ccccc2)C(C)C)cc1	-0.1	12	-1.5	-29
O=C1CC2(CCN(S(=O)(=O)c3ccc4ccccc4c3)CC2)Oc2ccccc21	0.1	8	-0.3	4
Cc1ccn(CCC(=O)NCCN2Cc3ccccc3OC(c3ccccc3F)C2)n1 (centres undefined)	-0.1	-14	1.3	-2
CC1Cc2ccccc2N1S(=O)(=O)c1nnc(NC(=O)c2ccc(F)cc2)s1 (centres undefined)	0.1	4	-0.6	-10
O=C(Nc1ccc2c(c1)OCCO2)c1nc(-c2ccncc2)no1	-0.1	-5	-0.7	-48
Cc1cc(NS(=O)(=O)c2ccc3c(c2)OCCO3)ccc1Br	-0.1	0	-0.3	2
O=C(Cc1c(F)ccc(F)c1F)NCC1CC(Cc2ccc(F)cc2)=NO1 (centres undefined)	0.1	15	1.1	3
CCOC(=O)N1CCN(S(=O)(=O)c2ccc(C(=O)Nc3nc4ccccc4s3)cc2)CC1	0.2	11	-1.1	-3
CC1(C)CC(=O)C/C(=N/NC(=O)COc2ccccc2)C1	-0.1	0	3.7	-1
COc1ccc(CNC2CCN(c3ccc(C(=O)N(C)C)cc3)CC2)cc1	-0.1	1	1.3	8
Fc1cccc(CN2CCCCCCC2)c1	0.0	19	-0.8	-1
OCCNc1nc(-c2cccs2)nc2c1ncn2-c1ccsc1	0.2	33	0.0	67*
NC(=S)Nc1ccc(F)c(Cl)c1	0.0	-1	1.4	-7
C=CCOc1ccc(/C=C2/C(=N)N3C(c4ccccc4)=CSC3=NC2=O)cc1OC	0.1	9	-0.7	-6
Cc1cccc(C(=O)N[C@H](C(=O)NNC(=O)c2ccccc2F)C(C)C)c1	0.1	-7	1.1	8
Cc1cccc(C)c1NC(=S)N(CCCN1CCOCC1)Cc1cccnc1	0.0	1	2.7	3
Cc1ccc(Nc2nc(Nc3ccc(C)cc3)nc(SC(=S)N3CCCCC3)n2)cc1	0.0	-11	-1.5	-7
CC(C)C(=O)Nc1ccc(NC(=O)c2ccc([N+](=O)[O-])cc2Cl)cc1	0.1	-2	0.7	-11
CCNC(=O)c1c(NC(=O)c2cccc(Cl)c2)sc2c1CCC(C(C)(C)C)C2 (centres undefined)	-0.1	8	0.4	1
C=CCN1CCN(C(c2ccc(F)cc2)c2nnnn2C2CCCCC2)CC1 (centres undefined)	-0.1	-4	0.5	4
COc1ccc(Cl)cc1NC(=O)C(=O)NCc1ccc(Cl)cc1	0.1	15	-2.0	5
Cc1cc(C)n2nc(C(=O)N3CCC[C@@H]4CN(C(=O)Cc5cccc(F)c5)CC[C@@H]43)cc2n1	0.1	19	-0.6	-3
COc1ccc(CCn2c(N)cc(=O)[nH]c2=S)cc1OC	-0.1	10	-0.3	4
CCOC(=O)Cn1c(=O)oc2cc(S(=O)(=O)Nc3cccc(C)c3C)ccc21	0.0	16	2.4	6
CC(C(=O)OC1CC2CCC1(C)C2(C)C)N1C(=O)CCC1=O (centres undefined)	0.1	-5	0.1	0
CS(=O)(=O)N1CCc2cc(C(=O)NC3(c4ccc5c(c4)OCO5)CCCC3)ccc21	0.1	16	4.8	5

Some entries already given, showing only FBW7 activator:
Compound,FBW7 activator
Cc1cc(C)n2nc(C(=O)N3CCC[C@@H]4CN(C(=O)Cc5cccc(F)c5)CC[C@@H]43)cc2n1,0.1
COc1ccc(CCn2c(N)cc(=O)[nH]c2=S)cc1OC,-0.1

Retrieved one by one from above, 5 records:
SMILES	FBW7 activator	MITF primary	GPR151 activ	TEAD-YAP inh
Cc1ccc(Nc2nc(Nc3ccc(C)cc3)nc(SC(=S)N3CCCCC3)n2)cc1	0.0	-11	-1.5	-7
C=CCN1CCN(C(c2ccc(F)cc2)c2nnnn2C2CCCCC2)CC1 (centres undefined)	-0.1	-4	0.5	4
Cc1cccc(C)c1NC(=S)N(CCCN1CCOCC1)Cc1cccnc1	0.0	1	2.7	3
CCNC(=O)c1c(NC(=O)c2cccc(Cl)c2)sc2c1CCC(C(C)(C)C)C2 (centres undefined)	-0.1	8	0.4	1
CS(=O)(=O)N1CCc2cc(C(=O)NC3(c4ccc5c(c4)OCO5)CCCC3)ccc21	0.1	16	4.8	5

The listing continues.
SMILES	FBW7 activator	MITF primary	GPR151 activ	TEAD-YAP inh
N#CC1=C(N)Oc2n[nH]c(-c3ccc(Cl)cc3)c2C1c1cn[nH]c1-c1ccc(F)cc1 (centres undefined)	-0.3	-4	0.4	-13
COCCNC(=O)c1cn(C)c(=O)c2c1c1ccccc1n2C	0.6	8	-0.2	6
C/C(=C\c1ccccc1)CN1CCN(Cc2ccc(C)o2)C(CCO)C1 (centres undefined)	0.0	12	2.6	1
O=C(Oc1ccc(C2(c3ccc(OC(=O)c4ccc(Cl)cc4)cc3)CCCCC2)cc1)c1ccc(Cl)cc1	0.2	-9	-0.5	4
O=c1[nH]c(N2CCCC2)nc2c1CN(Cc1ccc(N3CCCC3)cc1)CC2	0.0	5	-0.1	13
O=C(O)CC(NCc1ccco1)C(=O)Nc1cccc(C(F)(F)F)c1 (centres undefined)	0.0	-23	0.2	-1
CC1CC(C)CN(CCCNC(=O)C2CC3CCCN3C23C(=O)Nc2ccccc23)C1 (centres undefined)	-0.1	4	-2.8	2
CCOC(=O)c1c(NC(=O)CSc2nc3ccccc3s2)sc2c1CCCC2	-0.1	-1	-0.3	-7
COc1ccccc1N(CN1CCCC1=O)C(=O)c1cccc(C)c1	0.0	-9	0.8	-1
CCS(=O)(=O)N(CC(=O)Nc1sc(C)c(C)c1C(N)=O)Cc1ccc(F)cc1	0.2	5	0.4	-2
O=C(Cc1n[nH]c(=O)[nH]c1=O)N/N=C/c1cccc([N+](=O)[O-])c1	0.2	-6	1.3	-3
Cc1cc2ccccc2n1CCNC(=O)c1cccc(Cl)c1	0.0	16	-0.4	-45
Nc1c(C(=O)NCCc2ccc(S(N)(=O)=O)cc2)sc2nc3c(cc12)CCCC3	0.1	9	-0.8	-40
CC(C)(C)OC(=O)N/N=C\c1ccc([N+](=O)[O-])s1	0.1	-4	0.5	-29
COc1ccc(C=Nc2ccc(O)c(C(=O)O)c2)c(OC)c1	-0.1	9	-0.1	6
CCCCCc1nnc(NC(=O)C(=O)OCC)s1	0.6	10	-1.5	5
COc1cc(OC)c([N+](=O)[O-])cc1/C=N/NC(=O)c1ccncc1	0.0	17	-0.1	9
O=C(CSCc1ccccc1Cl)Nc1cc(C(=O)O)cc(C(=O)O)c1	0.0	5	2.7	1
O=C(Nc1ccc(-c2nnc3n2CCCCC3)cc1)c1ccccc1F	-0.1	-5	-1.8	1
Cc1nc2ccccn2c1C(=O)c1ccccc1	0.1	4	0.6	-14
CNc1nc(NCc2ccccc2)nc(Nc2ccc(OC(F)(F)F)cc2)n1	0.1	-14	1.2	-3
Cc1csc(NC(=O)CSc2nnc(-c3ccc(Cl)cc3)n2C)n1	0.0	0	1.6	3
O=C(Nc1ccc(-c2nc3ccccc3o2)cc1)c1ccc(S(=O)(=O)N2CCOCC2)cc1	0.0	-3	1.5	3
Cc1cccc(-n2nc3c(c2NC(=O)c2ccc(Br)o2)CS(=O)C3)c1C (centres undefined)	0.3	9	0.5	1
COc1cccc(C(=O)Nc2nc(C)c(C(=O)N(C)C)s2)c1	0.1	7	-3.9	-34
O=C(Nc1ccc2oc(-c3ccccc3Cl)nc2c1)c1ccc(-c2cccc([N+](=O)[O-])c2)o1	0.0	-2	-0.5	-9
CCOc1ccc(C2C(C(=O)OC)=C(C)NC3=C2C(=O)CC(c2ccc(OC)c(OC)c2)C3)cc1OC (centres undefined)	-0.1	-1	-0.5	41*
Cc1ccc(-n2c(O)c(C=Nc3cccc(C)c3)c(=O)[nH]c2=O)cc1	0.2&0.1	4&6	0.9&1.4	8&-4
CCOc1ccccc1NC(=O)c1c(NC(=O)Cc2ccccc2)sc2c1CCCCC2	0.2	15	0.2	6
Cn1cnnc1Sc1ccc(S(=O)(=O)N2CCOCC2)cc1[N+](=O)[O-]	-0.1	2	0.9	1
COc1ccc(CNC(=O)c2cc(-c3cccc(Cl)c3)on2)cc1	0.0	7	-0.3	4
COc1cc(CN2CCN(Cc3ccc(C)cc3)C(CCO)C2)ccc1O (centres undefined)	0.1	3	-0.7	-13
COc1ccc(C(F)(F)F)cc1NC(=O)c1nc2nc(C)cc(C(F)F)n2n1	-0.2	-1	0.0	-1
CCOC(=O)C1C(=O)C=C(c2ccc(NS(C)(=O)=O)cc2)CC1c1cccs1 (centres undefined)	-0.2	15	0.1	-2
COc1cc(C2SCC(=O)N2Cc2ccco2)cc([N+](=O)[O-])c1O (centres undefined)	0.0	-18	-0.1	-5
CCOC(=O)c1ccc(-c2n[nH]c(=O)c3ccccc23)cc1	0.1	6	0.6	2
CC(C)(C)c1ccc(-c2nc3ccccc3c(=O)n2NC(=O)Cc2ccccc2)cc1	-0.1	9	2.9	9
O=C(CN1CCN(Cc2ccc3c(c2)OCO3)CC1)c1ccc(F)cc1	0.1	8	-0.2	9
O=C(Nc1cccc(F)c1)Nc1ccnn1C1CCN(C2CCSCC2)CC1	-0.1	-6	-2.7	-5
Cc1ccc(-c2n[nH]c(C(C)NC(=O)N3CCCC3)n2)cc1 (centres undefined)	0.0	1	-0.3	-1
COC(=O)Cc1c(C)c2ccc(OC3CCCCC3=O)cc2oc1=O (centres undefined)	-0.2	0	-1.6	-16
CCC(C)NC(=O)c1oc2ccc(S(=O)(=O)N(CC)CC)cc2c1C (centres undefined)	0.0	-9	0.2	2
COc1ccc(-c2cn3c(n2)SCC3)cc1	0.1	2	-0.6	-44
CC(=O)N1CCc2c(sc(NC(=O)c3ccc(S(=O)(=O)N4CCCC4)cc3)c2C(N)=O)C1	0.5	14	0.4	16
O=C(NCc1nc2ccccc2[nH]1)c1ccnc(N2CCN(c3ccccn3)CC2)c1	0.0	4	-2.3	6
O=C(c1ccccc1N1C(=O)C=CC1=O)N1CCOCC1	0.2	4	-0.4	10
COC(=O)CSc1ccc2nnc(-c3ccc(F)cc3)n2n1	0.1	10	0.0	-5

Compound profiles, from the list above.
COc1ccc(-c2cn3c(n2)SCC3)cc1 across the screens: FBW7 activator: 0.1; MITF primary: 2; GPR151 activ: -0.6; TEAD-YAP inh: -44
COc1cc(CN2CCN(Cc3ccc(C)cc3)C(CCO)C2)ccc1O (centres undefined) across the screens: FBW7 activator: 0.1; MITF primary: 3; GPR151 activ: -0.7; TEAD-YAP inh: -13
COc1cc(C2SCC(=O)N2Cc2ccco2)cc([N+](=O)[O-])c1O (centres undefined) across the screens: FBW7 activator: 0.0; MITF primary: -18; GPR151 activ: -0.1; TEAD-YAP inh: -5

High-throughput results (PubChem BioAssay)

Rows are unselected (roughly 3.4% active in at least one column).
